Screening data: PubChem BioAssay, National Center for Advancing Translational Sciences (NCATS)
POLH inh: blocks human DNA polymerase eta activity | Potency, µM (series often up to 114 µM), for inactives: top-dose activity change, negative = inhibition, most hits filed as inhibitors | recombinant Pol eta, fluorescent DNA replication assay | actives 1.2% (n = 390,000); note: potency is the fitted concentration of half-maximal effect; % is set by controls: 0 for no effect and ±100 for the full control effect
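Pol eta at 10 nM preincubated with compounds 15 min at room temperature; reaction started with fluorescent substrate (50 nM final) and read kinetically at 0 and 10 min.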
PGK inhibitor: T. brucei PGK inhibition; P07378; PGK/GAPDH coupled, Kinase-Glo luminescence, 60 min; Potency, µM (series often up to 57.5 µM), inactives show at the top dose activity change, negative = inhibition, hits mostly inhibitors; actives 0.043% (n = 380,000); note: potency is the fitted concentration of half-maximal effect; % is set by controls: 0 for no effect and ±100 for the full control effect; nearly all actives have a fitted effect of over 60% in size
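Recombinant glycosomal PGK reaction used 1,3-bisphosphoglycerate generated in-well by GAPDH (100nM final) in 100mM TEA pH 7.6, 5mM MgCl2, 0.01% Tween-20. After 60 minutes at room temperature, ATP was read by Kinase-Glo Plus luminescence end-point.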
BLM inh: blocks DNA unwinding by human BLM helicase; P54132; recombinant BLM DNA unwinding, fluorescence dequenching; Potency, µM (top dose mostly 56.1 µM), inactives show at the highest dose activity change, negative = inhibition, usual class: inhibitors; actives 0.2% (n = 350,000); AID 2528;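 note: potency is the fitted concentration of half-maximal effect; plate controls were vehicle for no effect and no enzyme for full effect; nearly all actives have a fitted effect of over 35% in size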
Target sequence (P54132 whole entry, looked up): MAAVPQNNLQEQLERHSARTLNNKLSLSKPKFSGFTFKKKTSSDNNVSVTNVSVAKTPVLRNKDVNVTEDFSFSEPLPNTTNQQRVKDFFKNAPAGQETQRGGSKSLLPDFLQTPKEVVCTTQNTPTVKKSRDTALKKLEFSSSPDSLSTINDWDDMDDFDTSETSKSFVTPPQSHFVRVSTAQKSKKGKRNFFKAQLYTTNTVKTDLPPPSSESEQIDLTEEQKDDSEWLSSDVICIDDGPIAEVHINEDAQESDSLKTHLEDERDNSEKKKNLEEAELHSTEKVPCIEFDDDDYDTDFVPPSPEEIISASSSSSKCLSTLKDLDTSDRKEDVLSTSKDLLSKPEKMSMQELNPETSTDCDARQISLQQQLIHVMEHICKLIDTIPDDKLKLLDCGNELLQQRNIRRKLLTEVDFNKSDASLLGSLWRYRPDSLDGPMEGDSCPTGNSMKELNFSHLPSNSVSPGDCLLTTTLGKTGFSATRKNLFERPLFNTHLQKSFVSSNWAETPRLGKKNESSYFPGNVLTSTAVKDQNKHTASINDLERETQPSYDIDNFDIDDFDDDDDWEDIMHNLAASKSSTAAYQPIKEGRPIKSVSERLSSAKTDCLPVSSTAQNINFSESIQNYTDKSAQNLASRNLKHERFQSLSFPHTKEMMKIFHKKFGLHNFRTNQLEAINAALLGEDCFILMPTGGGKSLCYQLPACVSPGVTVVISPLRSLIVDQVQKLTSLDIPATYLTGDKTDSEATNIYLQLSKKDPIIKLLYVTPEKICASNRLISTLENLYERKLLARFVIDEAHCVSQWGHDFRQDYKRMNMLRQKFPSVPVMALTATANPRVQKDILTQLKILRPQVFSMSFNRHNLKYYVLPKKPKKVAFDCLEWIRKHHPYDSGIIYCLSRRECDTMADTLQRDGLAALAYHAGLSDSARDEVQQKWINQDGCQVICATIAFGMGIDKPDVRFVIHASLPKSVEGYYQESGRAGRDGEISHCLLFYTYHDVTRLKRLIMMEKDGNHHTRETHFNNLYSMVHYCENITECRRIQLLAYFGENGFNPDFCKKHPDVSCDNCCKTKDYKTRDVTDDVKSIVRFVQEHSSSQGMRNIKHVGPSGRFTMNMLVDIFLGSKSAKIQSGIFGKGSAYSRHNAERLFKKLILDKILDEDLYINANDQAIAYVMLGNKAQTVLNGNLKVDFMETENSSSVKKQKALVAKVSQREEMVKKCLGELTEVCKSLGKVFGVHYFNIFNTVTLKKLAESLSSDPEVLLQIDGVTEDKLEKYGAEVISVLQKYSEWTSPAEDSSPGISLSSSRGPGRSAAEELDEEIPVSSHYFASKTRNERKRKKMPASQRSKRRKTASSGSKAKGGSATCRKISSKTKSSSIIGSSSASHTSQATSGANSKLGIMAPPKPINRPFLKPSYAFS
Pol kappa inh: inhibitors of human DNA polymerase kappa; Q9UBT6; purified Pol kappa, fluorescent DNA synthesis assay, 10 min; Potency, µM (top dose mostly 107 µM), without a hit: at the highest dose activity, negative = inhibition, usual class: inhibitors; actives 0.53% (n = 400,000); AID 588579; note: potency is the fitted concentration of half-maximal effect; % is set by controls: 0 for no effect and ±100 for the full control effect
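Enzyme at 10 nM met test compounds for 15 min at room temperature. Substrate addition (50 nM final) began the reaction, which was monitored by fluorescence at 0 and 10 min.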
Apoferritin bind: binds horse apoferritin like a general anesthetic. apoferritin/1-aminoanthracene competitive binding, fluorescence. Potency, µM (doses to about 77.5 µM), for the others: at the top dose activity change, negative = displacement, usual class: inhibitors. P02791. actives 0.074% (n = 350,000); note: potency is the fitted concentration of half-maximal effect; % is set by controls: 0 for no effect and ±100 for the full control effect; nearly all actives have a fitted effect of over 20% in size
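Horse-spleen apoferritin (10 uM) was mixed with 50% saturated 1-aminoanthracene in PBS, exposed to compounds for 10 min at room temperature, and read for fluorescence (ex 380 nm, em 535 nm). Competitive displacement was fitted with a four-parameter Hill equation.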
APEX1 inh: APE1 (human) endonuclease inhibition; P27695; Potency, µM (doses to about 65.8 µM), for inactives: top-dose activity change, negative = inhibition, actives largely listed as inhibitors; recombinant APE1, TAMRA/BHQ-2 abasic DNA cleavage fluorescence; actives 0.35% (n = 350,000);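 note: potency is the fitted concentration of half-maximal effect; plate controls were vehicle for no effect and reference inhibitor for full effect; nearly all actives have a fitted effect of over 55% in size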
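Quantitative HTS: incision of a TAMRA/BHQ-2 double-stranded substrate bearing a tetrahydrofuran abasic site by 0.75 nM APE1 raises fluorescence. Substrate 50 nM final, added after 15 min compound preincubation at room temperature; progress as third-minus-first kinetic read difference.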
Pol iota inh: DNA polymerase iota (human) inhibition; actives 1% (n = 390,000); Pol iota fluorescent replication assay, 10 min; AID 588590; Q9UNA4; Potency, µM (doses to about 115 µM), inactives show at the highest dose activity, negative = inhibition, usual class: inhibitors; note: potency is the fitted concentration of half-maximal effect
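Pol iota at 10 nM preincubated 15 min with compounds at room temperature; reaction started with fluorescent substrate, 50 nM final. Fluorescence read kinetically at 0 and 10 min; buffer-only wells as negative control.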
Pol beta inh: DNA polymerase beta (human) inhibition; actives 1.3% (n = 340,000); Potency, µM (doses to about 114 µM), for inactives: at the highest dose activity change, negative = inhibition, hits mostly inhibitors; P06746; Pol beta primer extension/strand displacement, fluorescence kinetic; note: potency is the fitted concentration of half-maximal effect; % is set by controls: 0 for no effect and ±100 for the full control effect
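Homogeneous kinetic assay of primer extension and strand displacement by 10 nM Pol beta, preincubated 15 min at room temperature with compound before 50 nM substrate (final) was added. Read at 0 and 10 min; four-parameter Hill fit.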
RXFP1 antagonist: blocks the human relaxin receptor RXFP1 | HEK293-RXFP1, relaxin-stimulated cAMP HTRF, 30 min; stronger effect = lower value | AID 1259400 | actives 0.59% (n = 350,000) | activity change, negative = inhibition, % at 57.5 µM;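 active = activity change of -60% or lower, but not beyond a set lower limit; inconclusive = change between -60% and -40%, or beyond the set limit; inactive = change above -40%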; note: % is set by controls: 0 for no effect and ±100 for the full control effect
An asterisk follows results filed as active; i = inactive; ? = inconclusive; . = no result given; & = joins results of further samples; [ ] = remark or other dose. Unless noted, calls come from the whole dose curve; as a rule, active = well fitted curve in the direction sought with a large enough effect; inconclusive = small, poorly fitted or top-dose-only effect, or another doubt; inactive = no such curve, though single readings can be large; an effect the other way counts as inactive or inconclusive.

(1) CS(=O)(=O)N(CC(=O)NCC1CCCO1)c1cccc([N+](=O)[O-])c1 (stereo not given)
(2) COc1ccc(CCNC(=O)C2CCCN(c3nc(C)cc(C)n3)C2)cc1 (stereo not given)
(3) Cc1ccc2c(c1)P(=O)(O)c1cc(C)ccc1O2
(4) COCCN(CCOC)S(=O)(=O)c1ccc(C(=O)Nc2sc3c(c2C(=O)OC)CCN(C)C3)cc1
(5) O=C(COn1nnc2ccccc21)N1CCN(Cc2ccccc2)CC1
(6) Cn1c(-c2cc3ccccc3oc2=O)nc2ccccc21

Assay by compound	1	2	3	4	5	6
POLH inh	-6%	-19%	-17%	-18%	-6%	15%
PGK inhibitor	-3%	i	i	-7%	-2%	-1%
BLM inh	3%	-7%	.	6%	0%	-2%
Pol kappa inh	-5%	0%	-5%	0%[60.1 µM]	-3%	-4%
Apoferritin bind	-4%	-5%	.	2%	-4%	-6%
APEX1 inh	-3%	4%	.	.	-2%	15%
Pol iota inh	89%[activator]	77%[activator]	13%	1%	13%	-5%
Pol beta inh	-19%	12%	.	?	-1%	40%
RXFP1 antagonist	-5	-23	3	.	3	8

5 records drawn at random from those above:
(4) COCCN(CCOC)S(=O)(=O)c1ccc(C(=O)Nc2sc3c(c2C(=O)OC)CCN(C)C3)cc1
(3) Cc1ccc2c(c1)P(=O)(O)c1cc(C)ccc1O2
(2) COc1ccc(CCNC(=O)C2CCCN(c3nc(C)cc(C)n3)C2)cc1 (stereo not given)
(5) O=C(COn1nnc2ccccc21)N1CCN(Cc2ccccc2)CC1
(1) CS(=O)(=O)N(CC(=O)NCC1CCCO1)c1cccc([N+](=O)[O-])c1 (stereo not given)

Assay by compound	4	3	2	5	1
POLH inh	-18%	-17%	-19%	-6%	-6%
PGK inhibitor	-7%	i	i	-2%	-3%
BLM inh	6%	.	-7%	0%	3%
Pol kappa inh	0%[60.1 µM]	-5%	0%	-3%	-5%
Apoferritin bind	2%	.	-5%	-4%	-4%
APEX1 inh	.	.	4%	-2%	-3%
Pol iota inh	1%	13%	77%[activator]	13%	89%[activator]
Pol beta inh	?	.	12%	-1%	-19%
RXFP1 antagonist	.	3	-23	3	-5

(cont.)
(7) CCCCNC(=O)CSc1nc2nc(C)c(Cc3ccccc3C)c(C)n2n1
(8) O=[N+]([O-])c1cc(C(F)(F)F)cc([N+](=O)[O-])c1NCCN1CCNCC1
(9) COc1cc(C(=O)NC2Cc3ccccc3C2)ccc1OC1CCN(C(C)=O)CC1
(10) O=C(CSc1ccccc1)Nc1ccc(C(=O)Nc2ccc(O)cc2)cc1
(11) COc1ccc(OC)c(C2CC(=O)Nc3ccc4ccccc4c32)c1 (stereo not given)
(12) COc1ccc2[nH]cc(CCNC(=S)NCCc3ccccc3)c2c1

Assay by compound	7	8	9	10	11	12
POLH inh	-15%	-1%	?	-3%	-24%	-20%
PGK inhibitor	-2%	.	5%	-1%	-8%	i
BLM inh	1%	-1%	0%	-16%	-5%	-10%
Pol kappa inh	2%	0%	-3%	-10%	0%	-12%
Apoferritin bind	-13%	1%	-7%	3%	-12%	-16%
APEX1 inh	.	-16%	48%[activator]	4%	.	-2%
Pol iota inh	16%	-26%	56%[activator]	-19%	-8%	0%
Pol beta inh	10%	8%	6%	79µM*	12%	-17%
RXFP1 antagonist	-6	12	-1	-6	.	-3

(13) O=C(NC1CCOCC1)C1CCC(=O)N(Cc2ccc(Cl)cc2)C1 (stereo not given)
(14) COc1ccc(NC(=S)N(CCc2c(C)[nH]c3ccccc23)Cc2cccnc2)cc1
(15) Cc1ccc(-n2ncc3c2CC(C)(C)CC3NC(=O)CCc2ccncc2)cc1 (stereo not given)
(16) Clc1cc2c(c(Cn3cnc4ccccc43)c1)OCOC2
(17) Cc1ccc(NC(=O)COc2cccc(/C=C3\SC(=S)N(CCC(=O)O)C3=O)c2)cc1Cl
(18) COc1ccccc1/C=C/C(=O)OCC(=O)NCCC1=CCCCC1

Assay by compound	13	14	15	16	17	18
POLH inh	-7%	-20%	-9%	-13%	45µM*	-23%
PGK inhibitor	0%	-6%	8%	-2%	-10%	i
BLM inh	-1%	-2%	2%	2%	-20%	-11%
Pol kappa inh	-15%	-13%	-10%	-10%	79µM*	-1%
Apoferritin bind	-4%	-3%	-6%	6%	-10%	?
APEX1 inh	-15%	-1%	-3%	-1%	-8%	8%
Pol iota inh	9%	?	13%	18%	50µM*	156%[activator]
Pol beta inh	59%	-15%	53%	-2%	?	3%
RXFP1 antagonist	4	.	3	6	-4	-2

(19) CC1(C)C(=O)N(CCN2CCC(C(=O)c3ccc(F)cc3)CC2)c2ccccc21
(20) CCn1c(=O)c2c(nc3n2CCN3c2ccc(OC)cc2)n(C)c1=O
(21) Cc1oc(-c2ccc(C(=O)NCc3ccc(N(C)C)cc3)cc2)nc1COc1ccccc1
(22) Cc1cc(C)cc(-n2c(SC(C)C(=O)NCc3ccc4c(c3)OCO4)nc3ccccc3c2=O)c1 (stereo not given)
(23) O=C(COC(=O)C1CCC1)NCc1ccc(F)cc1
(24) COc1ccc(-c2cc(C(=O)Nc3nc4ccccc4s3)c3ccccc3n2)cc1OC

Assay by compound	19	20	21	22	23	24
POLH inh	-19%	-15%	1%	?	0%	-11%
PGK inhibitor	i	-5%	-2%	-9%	-6%	-9%
BLM inh	.	3%	-6%	0%	.	5%
Pol kappa inh	-13%[60.1 µM]	-7%[60.1 µM]	-13%	-5%	-12%	-7%[60.1 µM]
Apoferritin bind	.	-8%	5%	1%	.	3%
APEX1 inh	5%&9%	.	.	-5%	17%	1%
Pol iota inh	7%	19%	-14%	-10%	66%[activator]	-26%
Pol beta inh	11%[57.1 µM]	5%	0%	3%	.	-8%
RXFP1 antagonist	.	-17	5	7	-3	-1

(25) CC(=O)N1CCc2cc(S(=O)(=O)NC(Cc3ccccc3)C(=O)NCc3ccccc3)ccc21 (stereo not given)
(26) CCN(C(=O)c1cc2cc3ccc(C)cc3nc2o1)c1ccc(OC)cc1
(27) O=C(CSCc1ccc(F)cc1)Nc1ccc(F)cc1
(28) O=C(CCc1nnc(CCCc2ccccc2)o1)NCC(F)(F)F
(29) CCN1C(=O)c2cccc3c(S(=O)(=O)NC(Cc4c[nH]c5ccccc45)C(=O)O)ccc1c23 (stereo not given)
(30) O=C(O)C(c1ccccc1)N1C(=O)c2cccc3cccc(c23)C1=O (stereo not given)

Assay by compound	25	26	27	28	29	30
POLH inh	-10%	7%	-16%	-5%	2%	0%
PGK inhibitor	-9%	-9%	i	-6%	i	-5%
BLM inh	-5%	-2%	-5%	-7%	-1%	-1%
Pol kappa inh	1%	-3%	-14%	3%	-8%	-1%
Apoferritin bind	-6%	-18%	2%	-7%	5%	-9%
APEX1 inh	.	-8%	-11%	0%	-1%	5%
Pol iota inh	-6%	3%	17%	?	?	-5%
Pol beta inh	2%	-30%	-7%	0%	3%	31%
RXFP1 antagonist	-6	-24	7	5	-12	4

(31) Cn1c(=O)[nH]c(=O)c2c1nc(SCCO)n2Cc1ccccc1Cl
(32) COc1cccc(C(C)NC(=S)NCc2ccc(F)cc2)c1 (stereo not given)
(33) COc1cccc(/C=C2\SC(=O)NC2=O)c1OCc1ccc(C(=O)O)cc1
(34) Cc1onc(-c2c(F)cccc2Cl)c1C(=O)N[C@H]1C(=O)N2[C@H]1SC(C)(C)[C@H]2C(=O)O
(35) O=C1CN(C(=O)COC(=O)CCNS(=O)(=O)c2ccc(Cl)cc2)c2ccccc2N1
(36) O=C(NCCCn1ccnc1)c1ccc(-c2cccc(C(F)(F)F)c2)o1

Assay by compound	31	32	33	34	35	36
POLH inh	-17%	-16%	-4%	.	2%	-5%
PGK inhibitor	-1%	-1%	1%	.	7%	6%
BLM inh	-1%	-10%	-1%	1%[21.4 µM]	1%	.
Pol kappa inh	3%	9%	-21%	1%[12 µM]	-10%	-17%
Apoferritin bind	-5%	-8%	0%	-10%[29.3 µM]	-10%	.
APEX1 inh	-9%	-4%	?	-3%[21 µM]	-3%	23%
Pol iota inh	125%[activator]	22%	21%	.	41%[activator]	0%
Pol beta inh	36%[activator]	28%	-4%	.	0%	.
RXFP1 antagonist	-6	-6	-14	.	4	5

(37) CCOC(=O)COn1c(=O)c(-c2ccc(OC)c(OC)c2)[n+]([O-])c2ccccc21
(38) COCCCNCCCOc1ccc(C(C)(C)c2ccccc2)cc1
(39) Cc1cc(NC2C3CC4CC(C3)CC2C4)n2ncnc2n1 (stereo not given)
(40) CC(=O)n1c(C=Nc2ccc(Cl)cc2)c(O)c2ccccc21
(41) CCS(=O)(=O)c1ccc2oc(Nc3ccc(C(C)(C)C)cc3)nc2c1
(42) COc1ccc(SCCN2CCN(CC(C)C)CCC2=O)cc1

Assay by compound	37	38	39	40	41	42
POLH inh	.	-13%	2%	-3%	-12%	-10%
PGK inhibitor	.	i	-5%	6%	-1%	4%
BLM inh	-6%	4%	2%	3%	-9%	3%&-2%
Pol kappa inh	.	-12%	-1%	-10%	-24%	5%&-10%
Apoferritin bind	-9%	?	?	153%[activator]	-16%	-7%&-7%
APEX1 inh	20%	4%	-2%	11%	-10%	-1%&1%
Pol iota inh	.	9%	?	25%	59%[activator]	9%&-6%
Pol beta inh	2%	6%	2%	-9%	8%	0%
RXFP1 antagonist	.	-3	-4	-19	-23	.

(43) Cc1ccccc1OCC(=O)OCC(=O)NCc1ccco1
(44) O=C1Nc2ccc(Br)cc2C1(O)c1ccccc1 (stereo not given)
(45) O=C(CCn1c(=O)c2cccn2c2cccnc21)NCc1ccccc1Cl
(46) CCOc1ccc(NC(=O)CN(C)C(=O)c2cc3c(s2)CCCCC3)cc1OCC
(47) O=C(c1ccc([N+](=O)[O-])o1)N(Cc1nnc(-c2ccccc2Cl)o1)C1CC1

Assay by compound	43	44	45	46	47
POLH inh	-1%	-8%	-9%	-13%	-25%
PGK inhibitor	3%	-3%	10%	1%	-7%
BLM inh	.	-5%	0%	.	.
Pol kappa inh	-10%	9%	-1%	-14%	-1%
Apoferritin bind	.	-3%	-8%	.	.
APEX1 inh	19%	53%[activator]	.	-12%	34%
Pol iota inh	22%	-27%	23%	4%	29%
Pol beta inh	.	0%	5%	.	.
RXFP1 antagonist	-4	-18	3	-22	1

Not all compounds are listed; rates above refer to the full screens.
